GPR35 antagonists = GPR35 antagonists blocking zaprinast-driven arrestin recruitment, primary screen, imaging, U2OS, beta-arrestin-GFP, zaprinast agonist (AID 2058) | U2OS GPR35 beta-arrestin-GFP translocation imaging, zaprinast antagonism; higher % means a stronger effect | inhibition, % at 10 µM, or IC50 in µM where a hit was titrated | hit rate 0.052% among 290,000;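 active = inhibition of at least 50% with at least 30 cells and total cytoplasm GFP at most 10,000,000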
GPR55 antagonists = GPR55 antagonists blocking LPI-driven arrestin recruitment, primary screen, imaging, U2OS, beta-arrestin-GFP, LPI agonist (AID 2013); U2OS GPR55 beta-arrestin-GFP translocation imaging, LPI antagonism; higher % means a stronger effect; inhibition, % at 10 µM, or IC50 in µM where a hit was titrated; hit rate 0.13% among 290,000;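 active = spots per cell inhibited over 60%, with over 100 cells counted and total cytoplasm intensity under 500,000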;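 note: U2OS cells stably carrying GPR55 and arrestin-GFP stimulated by 5 µM LPI near EC80; imaged beta-arrestin-GFP aggregate spots per cell after agonist stimulation; plate controls were LPI-stimulated DMSO wells for no effect and DMSO wells without LPI for full effect; some results filed as inactive read as strong as hits; confirmed hits need IC50 under 10 µM and bright autofluorescent wells are also inconclusive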
GPR55 beta-arrestin = selective activators of receptor GPR55 – imaging, U2OS cells, beta-arrestin-GFP redistribution, primary screen (AID 1961); U2OS GPR55 beta-arrestin-GFP redistribution imaging; higher % means a stronger effect; activation, % at 10 µM; hits with a dose series show EC50 in µM; hit rate 0.048% among 290,000;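 active = activation above 40% with more than 50 cells counted in the well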;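 note: U2OS osteosarcoma cells stably expressing GPR55 and beta-arrestin-GFP; plate controls were DMSO negative control for no effect and LPI positive control for full effect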
NTR1 agonist = NTR1-driven beta-arrestin-GFP spot formation – imaging, U2OS cells, high content, primary screen (AID 493036) | P30989 | agonist mode | activation, % at 20 µM | hit rate 0.17% among 330,000;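 active = activation at or above 40% of the spot to cytoplasm intensity ratio, with at least 20 cells analyzed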;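 note: 0% = DMSO without peptide and 100% = 100 nM NTR1 peptide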
Target sequence (P30989 whole entry, looked up): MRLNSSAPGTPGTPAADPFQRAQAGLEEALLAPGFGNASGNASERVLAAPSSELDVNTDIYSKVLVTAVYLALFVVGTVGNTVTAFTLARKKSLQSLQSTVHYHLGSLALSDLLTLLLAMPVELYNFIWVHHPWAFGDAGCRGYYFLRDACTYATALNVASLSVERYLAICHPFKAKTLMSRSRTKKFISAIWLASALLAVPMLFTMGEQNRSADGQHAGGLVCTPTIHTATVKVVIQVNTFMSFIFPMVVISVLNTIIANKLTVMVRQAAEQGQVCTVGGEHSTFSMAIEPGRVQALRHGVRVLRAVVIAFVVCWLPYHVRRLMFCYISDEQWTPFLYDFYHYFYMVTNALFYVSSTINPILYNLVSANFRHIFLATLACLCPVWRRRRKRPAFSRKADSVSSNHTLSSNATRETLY
Hep lipid drop = hepatic lipid droplet formation modulation; AML12 mouse hepatocytes, oleate lipid droplets, BODIPY imaging; inhibition, % at 6.5 µM; hit rate 0.4% among 240,000; AID 1656;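 active = lipid droplet intensity inhibited by at least 50%, with more than 500 cells counted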
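Material – AML12 mouse liver cells · Also added – oleate loading, 100 µM · Compound dosing – 6.5 µM single-point dosing · Times – overnight treatment with compound plus oleate · Measured by – fluorescence imaging, 20x objective, two fields per well · Read-out – percent inhibition of filter-corrected integrated lipid droplet intensity per well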
Large T inhibition = SV40 large T antigen inhibitors, biochemical (AID 1903). hit rate 0.39% among 310,000. SV40 large T antigen ATPase/helicase inhibition assay; higher % means a stronger effect. inhibition, % at 20 µM, or IC50 in µM where a hit was titrated; in the data active = a potency from the dose series; note: strong numbers were not always called active
MgcRacGAP inhibition = MgcRacGAP GTPase-activating activity inhibitors, confirmation, biochemical, ADP Hunter fluorescence. hit rate 0.6% among 340,000. MgcRacGAP-stimulated Rac1 GTP hydrolysis, ADP Hunter fluorescence; higher % means a stronger effect; GST-tagged Rac1 F28L mutant substrate. AID 624330. inhibition, % at 30 µM, or IC50 in µM where a hit was titrated;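 active = first-screen hits whose inhibition reached a set limit at any dose in the follow-up dose series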;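 note: fluorescence reports GDP produced by GAP-driven GTP hydrolysis; strong numbers were not always called active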
LYP phosphatase = inhibitors of LYP phosphatase, biochemical, fluorescence intensity, uHTS (AID 1779). recombinant LYP phosphatase, fluorescence intensity; higher % means a stronger effect. inhibition, % at 11.5 µM, or IC50 in µM where a hit was titrated. hit rate 0.054% among 290,000; in the data active = inhibition above about 50%;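 note: plate controls were vehicle with enzyme for no effect and no enzyme for full effect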
T cell modulator = T cell immune modulators affecting CD8 T cell-vesicle binding | 2C CD8+ T cell-vesicle binding, flow cytometry; active compounds read low | calls only at 7 µM | hit rate 0.068% among 330,000;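 active = response, share of CD8 T cells binding vesicles, and their 90th percentile fluorescence all below set limits, cut at about 80% in these data, passing the limit was not always enough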
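incubation = binding step 1.5 h, 37 °C, antibody labelling 20 min, ice | test system = 2C mouse CD8+ T cells | read-out basis = percent CD8+ FL2 mean versus row control | controls = Peptide-free naked vesicles (low) and QL9 vesicles with 0.7% DMSO vehicle (high) | detection = flow cytometry of vesicle-bound cells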
Hep lipid drop cells 6.5 µM = also measured in Hep lipid drop; calls as there; cell count; measured here: cell count, cytotoxicity flag;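 cells counted across two imaged fields per well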
T cell modulator vesicle-bound % = also measured in T cell modulator; calls as there; double positive events, %; measured here: CD8+ vesicle-bound cell fraction;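 binding gate set so that unloaded-vesicle control wells show 10% double positive cells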
NTR1 agonist cell count 20 µM = second read-out of NTR1 agonist, no call of its own (marks repeat the call); cell count; measured here: cell count, cytotoxicity flag
* = called active by the depositor; i = inactive; . = no result given.

The first three compounds, ahead of the listing:
item	Structure	GPR35 antagonists	GPR55 antagonists	GPR55 beta-arrestin	NTR1 agonist	NTR1 agonist cell count 20 µM	Hep lipid drop	Hep lipid drop cells 6.5 µM	Large T inhibition	MgcRacGAP inhibition	LYP phosphatase	T cell modulator	T cell modulator vesicle-bound %
1	NC(=O)C1CCN(CC(O)CSc2ccccc2)CC1 (centres undefined)	-7%	-1%	0.3%	-2.5	50	-6	675	0%	11%	-7%	i	43
2	Cc1occc1-c1nnc(SCC(=O)N2CCOCC2)n1Cc1ccco1	-7%	-9%	-0.5%	-1.4	74	.	.	4%	3%	0%	i	16
3	Cc1ccc(S(=O)(=O)Cc2ccc(C(=O)N3CCN(Cc4ccccc4)CC3)o2)cc1	-4%	-2%	0.9%	7.3	64	7	596	22%	6%	-3%	i	44

The whole of this part, repeating the preview:
item	Structure	GPR35 antagonists	GPR55 antagonists	GPR55 beta-arrestin	NTR1 agonist	NTR1 agonist cell count 20 µM	Hep lipid drop	Hep lipid drop cells 6.5 µM	Large T inhibition	MgcRacGAP inhibition	LYP phosphatase	T cell modulator	T cell modulator vesicle-bound %
1	NC(=O)C1CCN(CC(O)CSc2ccccc2)CC1 (centres undefined)	-7%	-1%	0.3%	-2.5	50	-6	675	0%	11%	-7%	i	43
2	Cc1occc1-c1nnc(SCC(=O)N2CCOCC2)n1Cc1ccco1	-7%	-9%	-0.5%	-1.4	74	.	.	4%	3%	0%	i	16
3	Cc1ccc(S(=O)(=O)Cc2ccc(C(=O)N3CCN(Cc4ccccc4)CC3)o2)cc1	-4%	-2%	0.9%	7.3	64	7	596	22%	6%	-3%	i	44
4	COc1cccc(NC(=O)c2ccc(NCCCN3CCC(C)CC3)c([N+](=O)[O-])c2)c1	-22%	17%	0.2%	0.9	50	-25	679	3%	23%	-8%	i	30
5	CC(=O)c1c(N)n(C)c(=O)n(C)c1=O	-1%	8%	0.0%	0.7	52	4	735	-5%	1%	1%	i	59
6	COc1cc(C(=O)Nc2ccccc2-c2nnn(CC(N)=O)n2)cc(OC)c1OC	-2%	13%	0.0%	-1.0	85	3	773	20%	7%	-1%	i	21
7	COc1ccc(-c2cc(C(=O)O)c3sc(N4CCCCC4)nc3n2)cc1OC	-21%	10%	0.2%	-0.8	62	18	691	5%	-2%	-3%	i	17
8	COC(=O)c1ccc(OCC(O)CN2CCN(C(=O)c3ccco3)CC2)c(OC)c1 (centres undefined)	2%	-4%	-0.4%	-0.9	53	-11	701	0%	8%	-19%	i	35
9	COc1ccc(/C=N/Nc2nc3ccccc3[nH]2)cc1OC	-3%	-4%	0.2%	-2.1	56	19	709	26%	74µM*	0%	i	29
10	O=C(COc1ccccc1Cl)NCCNC(=O)c1ccco1	-5%	11%	-0.2%	-1.8	54	11	715	5%	5%	-7%	i	15
11	C=CCNC(=O)/C(C#N)=C\c1cc(Cl)c(OCC)c(OC)c1	9%	14%	-0.1%	6.3	41	-5	629	24%	10%	1%	i	40
12	CCOc1cc(C(C(=O)NCC2CCCO2)N(C(=O)Cn2nnc3ccccc32)c2ccccc2C(C)=O)ccc1O (centres undefined)	-7%	3%	0.3%	0.2	49	-7	806	2%	5%	-10%	i	20
13	Cn1c(N)c(C(=O)COC(=O)C(Cc2ccccc2)NC(=O)c2ccccc2)c(=O)n(C)c1=O (centres undefined)	0%	10%	0.1%	-1.2	45	7	675	10%	2%	9%	i	44
14	O=C(c1cc2c(=O)n3ccccc3nc2s1)N1CCN(Cc2ccccc2)CC1	-2%	-2%	0.3%	1.1	46	27	743	1%	5%	-14%	i	42
15	Cc1cc(N2CCOCC2)n2cc(-c3ccc(F)cc3)nc2n1	-12%	-3%	0.1%	-0.4	64	1	722	0%	8%	-9%	i	37
16	O=C1NC(=S)N(C(=O)c2ccc(F)cc2)/C1=C/c1cccnc1	-12%	10%	-0.3%	-0.5	48	20	733	17%	.	-8%	i	34
17	Cc1ccc(OCC(=O)Nc2ccccc2-c2ccccc2NC(=O)COc2ccc(C)cc2)cc1	-7%	2%	0.3%	4.5	59	-19	614	11%	5%	9%	i	39
18	CCn1c(SCC(=O)Nc2ccc(N3CCOCC3)cc2)nnc1-c1ccncc1	20%	4%	0.5%	0.0	48	10	788	5%	3%	-6%	i	29
19	CCO[C@H]1OC(C(=O)NCc2ccccc2)=C[C@@H](c2coc3ccccc3c2=O)[C@@H]1CCCO	-5%	10%	-0.2%	0.3	79	-2	734	4%	2%	4%	i	24
20	CN1CCN(CCCNC(=O)Nc2cccc3ccccc23)CC1	12%	8%	-0.1%	-0.6	52	.	.	8%	0%	-1%	i	35

Remaining list, next part
item	Structure	GPR35 antagonists	GPR55 antagonists	GPR55 beta-arrestin	NTR1 agonist	NTR1 agonist cell count 20 µM	Hep lipid drop	Hep lipid drop cells 6.5 µM	Large T inhibition	MgcRacGAP inhibition	LYP phosphatase	T cell modulator	T cell modulator vesicle-bound %
21	Cc1ccc(S(=O)(=O)N2CCCCC2)cc1C(=O)OC1CCCCC1=O (centres undefined)	.	.	.	-0.3	49	.	.	21%	-2%	.	i	22
22	O=C(NCC1(c2ccccc2)CCCC1)c1ccco1	12%	-7%	0.0%	-1.1	31	-24	697	4%	4%	-8%	i	53
23	CC(=O)Nc1ccc(Oc2ccc(NC(C)=O)c(NC(C)=O)c2)cc1	-6%	4%	-0.2%	0.2	39	3	721	11%	7%	-1%	i	14
24	COC(=O)c1ccccc1-n1cccc1C(=O)NP(=O)(N1CCOCC1)N1CCOCC1	1%	-1%	1.2%	2.2	73	3	690	2%	6%	-3%	i	53
25	CCOC(=O)CNC(=O)N1CCCC(C(=O)c2ccccc2SC)C1 (centres undefined)	7%	12%	-0.2%	1.4	83	9	738	2%	-4%	-6%	i	58
26	CCn1c(C(O)c2cc(OC)c(OC)c(OC)c2)nc2ccccc21 (centres undefined)	6%	7%	0.4%	1.7	68	3	826	5%	12%	-10%	i	35
27	Cc1cc(C)n2ncc(C(=O)Nc3cccc(O)c3)c2n1	-7%	-9%	0.2%	-0.7	40	3	685	5%	6%	-5%	i	12
28	O=C(Cc1ccccc1)NC(=S)Nc1ccc2oc(-c3ccccc3)nc2c1	8%	-6%	-0.1%	-0.2	72	-5	593	9%	.	6%	i	30
29	Cc1ccc(C)c(N2CCN(C(=O)c3cc4ccccn4n3)CC2)c1	-8%	-5%	-0.1%	2.6	72	2	627	8%	4%	-1%	i	24
30	Cn1c(SCC(=O)NCCc2ccc(S(N)(=O)=O)cc2)nc2ccccc2c1=O	-2%	10%	-0.4%	-0.4	60	-4	708	11%	7%	-9%	i	56
31	CCOC(=O)c1ccc(Nc2nc(C(=O)OCC)nc3ccccc23)cc1	1%	1%	-0.2%	7.9	45	.	.	24%	7%	-6%	i	26
32	C(=N\c1nc2ccccc2n1CCN1CCCCC1)/c1cccs1	22%	3%	-0.2%	1.1	22	.	.	1%	13%	-11%	i	26
33	CCOC(=O)c1[nH]c(C)c(C(=O)N2CCc3ccccc32)c1C	3%	-14%	-0.2%	7.8	47	.	.	11%	9%	1%	i	48
34	CN(C)c1ccc(C=Nc2cnn(C)c2C(N)=O)cc1	12%	2%	0.0%	-0.3	55	9	763	10%	1%	1%	i	14
35	CC(CN1CCCC1)C(=O)NN (centres undefined)	0%	2%	0.9%	2.0	41	14	701	11%	1%	-4%	i	15
36	Cc1ccc(CC(=O)Nc2ccccc2N2CCOCC2)cc1C	7%	10%	-0.1%	-0.8	51	3	740	13%	17%	8%	i	14
37	Cc1ccc(NC(=O)NCCN2CCCCC2)cc1Cl	3%	9%	-0.1%	-0.6	46	12	822	51%	14%	-10%	i	55
38	O=C1NC(=S)S/C1=C/c1ccc(OC(=O)c2ccco2)cc1	-1%	-16%	-0.4%	-0.7	63	-13	641	12%	15%	-5%	i	38
39	COc1ccc(-c2oc(NC(=O)CSc3ncn[nH]3)c(C#N)c2-c2ccc(OC)cc2)cc1	-3%	10%	0.0%	8.7	48	.	.	5%	10%	2%	i	55
40	COc1cc(CNC(=O)c2ccc3oc(C(C)C)nc3c2)cc(OC)c1	1%	-4%	0.1%	3.1	59	31	727	5%	-4%	-8%	i	8
41	COc1ccc(NC(=O)COc2ccc(C(=O)c3ccc(F)cc3)cc2)cc1S(N)(=O)=O	5%	-1%	0.6%	-1.0	45	-1	746	6%	8%	-4%	i	35
42	CCN(CC)CCn1c2c(c(SCC(=O)Nc3nc4ccc(C)cc4s3)nc1=O)CCC2	.	.	.	0.3	54	.	.	24%	2%	.	i	64

Sorted by the number under LYP phosphatase (ascending): five of the compounds above.
No. | canonical_smiles | GPR35 antagonists | GPR55 antagonists | GPR55 beta-arrestin | Large T inhibition | MgcRacGAP inhibition | LYP phosphatase | T cell modulator | T cell modulator vesicle-bound %
26 | CCn1c(C(O)c2cc(OC)c(OC)c(OC)c2)nc2ccccc21 (centres undefined) | 6% | 7% | 0.4% | 5% | 12% | -10% | i | 35
41 | COc1ccc(NC(=O)COc2ccc(C(=O)c3ccc(F)cc3)cc2)cc1S(N)(=O)=O | 5% | -1% | 0.6% | 6% | 8% | -4% | i | 35
29 | Cc1ccc(C)c(N2CCN(C(=O)c3cc4ccccn4n3)CC2)c1 | -8% | -5% | -0.1% | 8% | 4% | -1% | i | 24
33 | CCOC(=O)c1[nH]c(C)c(C(=O)N2CCc3ccccc32)c1C | 3% | -14% | -0.2% | 11% | 9% | 1% | i | 48
36 | Cc1ccc(CC(=O)Nc2ccccc2N2CCOCC2)cc1C | 7% | 10% | -0.1% | 13% | 17% | 8% | i | 14

Screening data deposited in PubChem by several laboratories.
